High-throughput results from PubChem.
mABHD4 FP – inhibitors of mouse ABHD4; hit rate 0.54% among 370,000; purified mABHD4, FP-Rh probe fluorescence polarization; AID 720543; inhibition, % at 8.92 µM; Q8VD66;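 active means inhibition exceeding the mean over every tested compound plus 3 SD, cut at about 30% in these data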;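 further: 0% = plate median of compound wells and 100% = S159A mutant with DMSO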
Target sequence (Q8VD66 whole entry, looked up): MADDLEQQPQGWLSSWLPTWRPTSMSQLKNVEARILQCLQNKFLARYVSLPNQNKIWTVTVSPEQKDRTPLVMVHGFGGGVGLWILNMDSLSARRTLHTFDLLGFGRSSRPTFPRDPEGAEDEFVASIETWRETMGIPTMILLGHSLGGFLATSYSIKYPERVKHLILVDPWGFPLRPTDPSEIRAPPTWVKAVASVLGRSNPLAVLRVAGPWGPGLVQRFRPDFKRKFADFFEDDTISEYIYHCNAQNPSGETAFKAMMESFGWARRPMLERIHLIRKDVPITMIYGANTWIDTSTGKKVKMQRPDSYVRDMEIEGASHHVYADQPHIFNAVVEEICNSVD
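Test system: mABHD4 protein; Read-out basis: % inhibition; Incubation: 45 min + 60 min at 25 °C; Repeats: single replicate; Technique: fluorescence polarization with parallel and perpendicular emission, 525/598 nm; Compound: 8.92 µM, single dose; Benchmarks: full inhibition S159A mutant plus DMSO, zero as sample-well median.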
Rev-erbA mod – modulators of human Rev-erb alpha DNA binding; hit rate 0.79% among 370,000; AID 1259318; P20393; Rev-erbα–FITC-DNA binding, fluorescence polarization, 90 min; activity, % at 10 µM;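 active means activity above about 14%, limit read from the data; passing the limit was not always enough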;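 further: 0% = DMSO wells with 35 nM protein and 100% = DMSO wells with 750 nM protein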
PG9 Ab binder – PG9 antibody binding by small molecule | AID 624416 | inhibition, % at 6.7 µM | TR-FRET gp120-PG9 antibody binding | hit rate 0.43% among 360,000; in the data active means inhibition above about 8.5%
NPR1 activator – GC-A (human) enzyme activation; P16066; HEK293 GC-A cells, cGMP TR-FRET, EC30 ANP; 0% at EC30 ANP, 100% saturating ANP; activation, % at 10 µM; hit rate 0.14% among 370,000; in the data active means activation above about 40%
ASAP1 inh – inhibitors of human ASAP1 ArfGAP activity; Q9ULH1; ASAP1-stimulated ARF1 GTP hydrolysis, GDP FP detection; inhibition, % at 16.5 µM; hit rate 0.19% among 360,000; AID 624377; in the data active means inhibition above about 25%;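 further: 0% = vehicle with enzyme and substrate and 100% = no enzyme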
Target sequence (Q9ULH1 325-724 limits assumed): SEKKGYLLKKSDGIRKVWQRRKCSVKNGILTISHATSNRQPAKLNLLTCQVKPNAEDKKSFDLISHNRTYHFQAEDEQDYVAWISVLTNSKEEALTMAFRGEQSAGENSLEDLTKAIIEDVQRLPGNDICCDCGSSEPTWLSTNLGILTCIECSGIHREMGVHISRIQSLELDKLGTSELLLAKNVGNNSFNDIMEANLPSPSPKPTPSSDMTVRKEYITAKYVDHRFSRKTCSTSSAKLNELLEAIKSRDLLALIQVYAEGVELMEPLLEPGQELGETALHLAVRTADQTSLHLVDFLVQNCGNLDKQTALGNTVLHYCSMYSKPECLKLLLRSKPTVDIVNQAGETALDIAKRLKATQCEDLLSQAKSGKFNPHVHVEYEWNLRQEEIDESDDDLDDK
ARFGAP1 inhibitor – inhibitors of rat ARFGAP1; Q62848; Arfgap1-stimulated ARF1 GTP hydrolysis, GDP FP detection; inhibition, % at 16.5 µM; hit rate 0.26% among 360,000; AID 651572;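 active means inhibition above a per-plate limit, mean inhibition of low control wells plus 3 SD, cut at about 25% in these data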;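 further: 0% = DMSO wells with enzyme and 100% = wells lacking Arfgap1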
Target sequence (Q62848 1-136 limits assumed): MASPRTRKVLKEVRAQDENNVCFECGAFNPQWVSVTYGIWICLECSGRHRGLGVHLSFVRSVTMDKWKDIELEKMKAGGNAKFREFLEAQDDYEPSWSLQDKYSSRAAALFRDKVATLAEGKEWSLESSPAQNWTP
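Material: rat Arfgap1 GAP domain (His6, aa 1-136), purified enzyme. Also added: human ARF1(Δ1-17)-GTP substrate. Compound dosing: 16.5 µM single point, 1.26% DMSO. Timing: enzyme reaction 120 min at 25 °C after 20 min preincubation. Signal: GDP detection by fluorescence polarization. Read-out basis: percent inhibition of GAP-stimulated GDP formation, scaled between DMSO and no-Arfgap1 medians.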
rCAG RNA binder – binds r(CAG) RNA repeats; r(CAG) RNA repeat, TO-PRO-1 dye displacement fluorescence; inhibition, % at 3 µM; hit rate 1.3% among 370,000; AID 651821;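 active means inhibition above the plate cutoff, the mean of all test compounds on that plate plus 3 SD, cut at about 35% in these data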;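 further: 0% = DMSO alone and 100% = 100 µM mitoxantrone as full dye displacement; higher means more dye released from RNA so lower well fluorescence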
SMARCA2 act – SMARCA2 function activation, primary screen. MG213 cells, MMTV-luciferase reporter, dexamethasone, overnight. activation, % at 9.1 µM. hit rate 1% among 370,000; in the data active means activation above about 7.8%;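 further: 0% = vehicle wells and 100% = reference activator wells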
NPR2 activator – GC-B (human) receptor activation | HEK293-GC-B cells, CNP EC30, cGMP TR-FRET; 0% at EC30 CNP, 100% saturating CNP | activation, % at 10 µM | hit rate 0.11% among 370,000;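 active means activation at 10 µM reaching about 35% in either raw or pattern-adjusted values, limit read from the data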
HTRA1 inh – inhibitors of human serine peptidase HTRA1. recombinant HTRA1, FP-rhodamine activity-based probe, fluorescence polarization. inhibition, % at 5.96 µM. hit rate 0.5% among 340,000. AID 504803; in the data active means inhibition above about 36%;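 further: 0% = enzyme with DMSO and 100% = wells lacking enzyme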
* = called active by the depositor; . = no result given.

The line under a structure holds: mABHD4 FP	Rev-erbA mod	PG9 Ab binder	NPR1 activator	ASAP1 inh	ARFGAP1 inhibitor	rCAG RNA binder	SMARCA2 act	NPR2 activator	HTRA1 inh
- COC(=O)C1CN(CCc2ccccc2)CCS(=O)(=O)N1Cc1ccc(Cl)cc1 (stereo unspecified)
  -2	-4	.	-1	.	.	4	-1	-7	.
- COc1ccc(NC(=O)CCC(=O)N/N=C/c2ccc([N+](=O)[O-])s2)cc1
  7	-4	-3.5	-1	4	5	5	0	-5	16
- O=C(NCc1cccnc1)C1CCN(c2ccc(S(=O)(=O)N3CCOCC3)cc2Cl)CC1
  2	4	-1.5	1	1	13	2	-6	3	5
- COc1ccc(C(=O)NCCc2c[nH]c3ccccc23)cc1S(=O)(=O)N1CCOCC1
  0	6	-0.5	-5	2	7	10	-1	-4	-1
- CSc1nsc(SC)c1NC(=O)Nc1ccccc1C
  2	1	-0.3	6	-8	1	6	-2	-2	0
- CSc1ccccc1NC(=O)c1ccc(Br)o1
  -1	-5	-1.9	0	-14	3	2	5	9	-7
- CC(=O)NCCSC(=O)c1ccc(F)cc1
  6	5	-0.8	5	-3	2	1	5	-6	1
- O=C(O)c1ccc(NS(=O)(=O)c2cc(Cl)ccc2Cl)cc1
  0	7	-0.5	-3	9	3	0	0	2	6
- COc1cc(OC)cc(C(=O)NCC(=O)OCc2nc3ccccc3s2)c1
  -4	-1	-3.5	0	5	3	2	3	0	-13
- O=C(COc1ccc(Cl)cc1Cl)NCc1ccncc1
  -6	-4	-2.2	3	8	-16	4	2	-5	-7
- CCOC(=O)Cc1csc(NC(=O)CCCCCN2C(=O)c3cccc4cccc(c34)C2=O)n1
  -2	1	-0.1	1	8	-4	1	-1	-6	-4
- CC1CC(C)CN(C(=O)c2ccc(S(=O)(=O)N3CCCCC3)cc2)C1 (stereo unspecified)
  4	-1	0.2	-1	6	0	-3	-1	5	7
- CCOP1(=O)C=C(Sc2ccc([N+](=O)[O-])cc2[N+](=O)[O-])C(C)(C)O1 (stereo unspecified)
  -8	7	1.4	1	-8	-15	4	1	-1	3
- CCn1ccnc1CN1CCC(CO)(CCOc2ccccc2)CC1
  -16	1	-2.0	-5	11	15	-4	0	-4	4
- O=C(Nc1ccc(CN2CCCCC2)cc1)c1ccc2c(c1)OCO2
  0	0	-0.1	2	-3	-6	0	-2	4	3
- COCCCNCCOc1ccccc1-c1ccccc1
  8	-5	-1.1	-6	10	6	-2	-3	-1	5
- COc1ccc(C(=O)Nc2ccc(Br)cc2F)cc1S(=O)(=O)N1CCCC1
  -9	4	-0.1	2	-4	-3	-3	-1	-4	-14
- CC(=O)c1c(C)[nH]c(C(=O)NCc2ccccn2)c1C
  -1	1	0.0	-1	-5	-4	1	0	4	3
- O=C(Nc1cccc(Cl)c1)OC1CCCCc2cccnc21 (stereo unspecified)
  -7	5	0.3	-2	-2	18	-2	-4	-8	-18
- O=C(c1ccco1)N1CCN(C(c2ccc(Cl)cc2)c2nnnn2Cc2ccccc2)CC1 (stereo unspecified)
  1	-1	-1.5	-12	-3	-8	-2	0	-10	-10

A portion from further up:
The line under a structure holds: mABHD4 FP	Rev-erbA mod	PG9 Ab binder	NPR1 activator	ASAP1 inh	ARFGAP1 inhibitor	rCAG RNA binder	SMARCA2 act	NPR2 activator	HTRA1 inh
- CCOC(=O)Cc1csc(NC(=O)CCCCCN2C(=O)c3cccc4cccc(c34)C2=O)n1
  -2	1	-0.1	1	8	-4	1	-1	-6	-4
- CC1CC(C)CN(C(=O)c2ccc(S(=O)(=O)N3CCCCC3)cc2)C1 (stereo unspecified)
  4	-1	0.2	-1	6	0	-3	-1	5	7
- CCOP1(=O)C=C(Sc2ccc([N+](=O)[O-])cc2[N+](=O)[O-])C(C)(C)O1 (stereo unspecified)
  -8	7	1.4	1	-8	-15	4	1	-1	3

(listing goes on)
The line under a structure holds: mABHD4 FP	Rev-erbA mod	PG9 Ab binder	NPR1 activator	ASAP1 inh	ARFGAP1 inhibitor	rCAG RNA binder	SMARCA2 act	NPR2 activator	HTRA1 inh
- Cc1cccc(C)c1NC(=O)CN(C)C(=O)c1cccc(S(=O)(=O)N2CCN(C)CC2)c1
  -6	-1	2.0	4	-6	13	-6	-2	-3	-1
- Cc1nnc(NC(=O)CSc2nnc(CNC(=O)C34CC5CC(CC(C5)C3)C4)n2C2CCCCC2)s1
  -2	0	-1.1	-3	8	5	3	-3	3	-3
- Cc1cccc(N2CCN(c3nnc(C(F)(F)F)s3)CC2)c1
  3	-5	-1.1	0	3	3	-6	-2	-1	6
- O=C(NCc1ccc(Cl)cc1)C1CCCN(c2nc3ccccc3o2)C1 (stereo unspecified)
  2	4	.	1	.	.	6	-7	-2	.
- COc1ccc(S(=O)(=O)N2CCOCC2)cc1NC(=O)CSc1cc(C)ccc1C
  2	0	0.9	-1	9	2	1	-2	-3	-4
- Cc1cccc(C(=O)N2CCc3ccccc3C2)c1[N+](=O)[O-]
  1	2	0.5	2	7	1	-1	-1	8	8
- CCn1cc(CNC(=O)c2cc([N+](=O)[O-])c(C)c([N+](=O)[O-])c2)cn1
  8	-3	-0.8	1	1	10	-1	0	-1	-2
- COc1cccc2cc(C(=O)C3=C(O)C(=O)N(CCN4CCOCC4)C3c3ccc(C)o3)oc12 (stereo unspecified)
  10	-2	1.6	0	1	11	13	-1	-3	5
- O=C(CCN1CCOCC1)Nc1cc(C(=O)Nc2ccc(Cl)cc2)ccc1N1CC2CC(C1)c1cccc(=O)n1C2 (stereo unspecified)
  -1	3	1.5	6	4	-6	-2	2	10	-10
- Cc1c(N2C(=O)CS/C2=N\N=C\c2ccccc2O)c(=O)n(-c2ccccc2)n1C
  2	-1	-1.5	22	5	-8	-4	1	-1	6
- CC(CNC(=O)CN1C(=O)NC2(CCCCC2)C1=O)c1ccccc1 (stereo unspecified)
  -3	-6	1.0	2	-4	0	-2	-1	-1	3
- Cc1ccc(NC(=O)/C(=C/c2ccc([N+](=O)[O-])cc2)NC(=O)c2ccccc2)cc1
  -10	-3	0.3	-2	4	7	7	3	-3	-5
- Cc1nn(-c2cccc(C(=O)O)c2)c(C)c1Oc1ccccc1O
  4	-5	-0.6	1	8	10	2	1	4	1
- O=C(NCc1ccc(Cl)c(Cl)c1)c1cc(C2CCCCN2C(=O)CCc2ccccc2)on1 (stereo unspecified)
  -23	-1	-2.4	-3	4	8	4	-1	4	.
- O=C(NCCN1CCOCC1)c1cc2ccccc2o1
  -9	7	1.0	1	4	3	12	1	0	0
- CN(C)S(=O)(=O)c1cccc(NC(=O)CC23CC4CC(CC(C4)C2)C3)c1
  -5	-4	-0.4	0	13	20	2	-1	1	-6
- OCCNc1nnc(-c2ccccc2)c(-c2ccccc2)n1
  -13	-3	0.3	0	0	4	-4	-1	1	11
- Cc1onc(-c2ccccc2)c1C(=O)N1CCC(C)(C(=O)NS(=O)(=O)C2CC2)C1 (stereo unspecified)
  -1	-5	0.4	0	14	2	0	1	-3	.
- Cc1ccc2cc(C(c3nnnn3Cc3ccccc3)N3CCc4ccccc43)c(=O)[nH]c2c1 (stereo unspecified)
  6	11	1.0	3	2	4	14	-3	0	-23
- CCOc1cccc(-c2nnc3n2N=C(c2cc(OC)ccc2OC)CS3)c1
  -1	6	2.0	13	4	-4	-1	-3	12	-15
- Cc1cccc(CN2CCN(C(=S)Nc3ccccc3)CC2)c1
  -3	-3	-2.0	1	-10	-5	-4	-1	3	2
- CCCOC(=O)c1ccc(NC(=O)c2ccc(Br)o2)cc1
  -16	1	0.2	0	4	2	-3	-2	-4	-28
- NC(=O)c1csc(-c2ccncc2)n1
  -3	4	1.4	4	-2	-4	1	-2	-3	3
- CC(C)(CNC(=S)NCCc1ccccc1)CNC(=S)NCCc1ccccc1
  -58	3	-2.2	-2	6	11	1	-3	1	-47
- Cc1ccc(S(=O)(=O)N2CCCN(C(=O)OC(C)(C)C)CC2)cc1
  5	-4	0.6	2	8	9	-8	-1	1	6
- COc1ccc2nc(NC(=O)CN3C(=O)NC4(CCCCC4)C3=O)sc2c1
  -4	-3	-2.9	6	0	6	2	0	-5	-6
- Cc1ccc(C)c(S(=O)(=O)Nc2ccc3sc(C)nc3c2)c1
  -2	4	-1.0	-13	4	-2	1	-2	-17	-9
- CCOc1ccc(S(=O)(=O)N2CCOCC2)c2ccccc12
  -1	-10	0.7	-8	18	-6	-2	-2	1	-9
- CCOc1ccccc1CNn1nnnc1N
  7	2	-1.4	6	-8	-3	1	2	9	0
- CCOC1=C2[C@@H](CN(S(=O)(=O)c3ccc(C)cc3)[C@H]2c2ccc(CC)cc2)[C@H]2C(=O)N(C)C(=O)[C@H]2C1
  4	-3	0.8	4	3	2	2	-3	-5	.
- N#CC(=C(O)COC(=O)CCCNC(=O)c1ccc(Cl)cc1)c1nc2ccccc2[nH]1
  7	0	0.4	-6	4	10	18	-3	-5	4
- COc1cc(C)c(CN2CCN(S(=O)(=O)c3ccc(Cl)s3)CC2)cc1OC
  -1	5	-0.4	-5	-9	10	1	-2	1	-3
- CC(c1ccccc1)N1C(=O)c2ccc(C(=O)Nc3ccccc3C(=O)O)cc2C1=O (stereo unspecified)
  -44	-4	-0.8	-6	3	-27	81*	-3	4	-43
- Cc1ccc(NC(=O)CSc2nnc(C3CC3)n2CC2CCCO2)cc1C (stereo unspecified)
  0	4	-0.8	-10	-7	-9	-6	-3	2	30
- C[C@H](CO)N1C[C@H](C)[C@@H](CN(C)S(=O)(=O)c2ccc(F)cc2)Oc2ccc(NC(=O)CCC(F)(F)F)cc2C1=O
  6	-2	0.9	-1	-3	4	-9	1	0	-3
- COc1ccc(C(=O)Cn2nc(CNc3ccc(Br)cc3)[n+]3c2CCCCC3)cc1
  14	-3	0.3	2	5	-1	8	-5	1	11
- O=C(NCc1ccco1)C1CCC(N2C(=O)C3C4CCC(C4)C3C2=O)CC1 (stereo unspecified)
  -1	0	0.2	-2	4	-7	-2	-3	2	2
- C=CCNc1oc(/C=C/c2ccccc2)nc1C#N
  8	-3	2.8	4	15	1	0	5	-11	-14
- O=C(/N=C1/c2ccccc2CN1c1ccccc1)Nc1ccccc1
  -1	6	-1.3	2	0	-13	1	-1	2	-4
- COc1ccccc1C(O)P(=O)(OC1CCCCC1)OC1CCCCC1 (stereo unspecified)
  4	-9	1.1	5	1	2	-11	-4	-2	5
- COC(=O)c1c(NC(=O)C2CC2)sc(C(=O)Nc2ccccc2)c1C
  2	1	-0.2	5	-4	-14	2	2	-3	-67
- Cc1ccc(-c2nc3ncccc3o2)cc1NC(=O)C(C)(C)C
  5	-1	0.1	-1	2	-9	-2	-2	3	1
- COc1ccc([C@H]2C[C@H](O)[C@@H](n3cc(C4CC4)nn3)CN2Cc2cccs2)cc1
  -13	-3	0.4	-6	-2	-5	4	-8	-9	-6
- Cc1cc(N2CCOCC2)c2c(N)cc(C)c(C)c2n1
  -3	2	-2.7	5	-3	9	0	0	-1	0
- CCS(=O)(=O)n1nc(-c2ccccc2)nc1SCc1ccccc1
  -15	0	-3.4	-2	1	13	1	2	-2	-1
- CC(C)OC(=O)/C(=C/c1cccnc1)NC(=O)c1ccccc1
  -2	3	0.0	1	-15	0	1	1	-1	0
- O=C(NCc1ccco1)c1cc(-c2ccc(F)cc2)on1
  0	-2	-0.1	14	14	-3	2	4	0	-6
